MEKK3 PB1 HTS: modulators of MEKK3-MEK5 PB1 binding, primary screen, biochemical, wildtype MEKK3, multiplex bead flow cytometry, Alexa488-MEK5 | Mitogen-activated protein kinase kinase kinase 3 (Homo sapiens), Q99759 | bead-based flow cytometry, Alexa488-MEK5 binding to MEKK3; actives lie on both sides; 0 = blocked by unlabeled MEK5, 100 = vehicle | binding response (% of control), % at 10 µM | hit rate 1.4% among 290,000 | AID 1529, 2009;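 active means binding response more than 3 SD above or below the average of its plate-row segment, actives on both sides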;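 further: Alexa488 bead fluorescence after subtracting the streptavidin-only scavenger bead signal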
V1R ag counter: agonists of human V1a receptor, primary screen, counter-screen for OXTR agonist project, fluorescence, CHO-V1R cells; activation, % at 3 µM; Fluo-8 calcium fluorescence, agonist mode; 0% DMSO, 100% 3 nM vasopressin; hit rate 0.25% among 320,000; Vasopressin V1a receptor (Homo sapiens), P37288;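 active means activation above the mean activation of all tested compounds plus 3 SD, per screening run, cut at about 20% in these data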;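 further: signal is peak over basal fluorescence ratio across a 100 second FLIPR read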
Target sequence (P37288 whole entry, looked up): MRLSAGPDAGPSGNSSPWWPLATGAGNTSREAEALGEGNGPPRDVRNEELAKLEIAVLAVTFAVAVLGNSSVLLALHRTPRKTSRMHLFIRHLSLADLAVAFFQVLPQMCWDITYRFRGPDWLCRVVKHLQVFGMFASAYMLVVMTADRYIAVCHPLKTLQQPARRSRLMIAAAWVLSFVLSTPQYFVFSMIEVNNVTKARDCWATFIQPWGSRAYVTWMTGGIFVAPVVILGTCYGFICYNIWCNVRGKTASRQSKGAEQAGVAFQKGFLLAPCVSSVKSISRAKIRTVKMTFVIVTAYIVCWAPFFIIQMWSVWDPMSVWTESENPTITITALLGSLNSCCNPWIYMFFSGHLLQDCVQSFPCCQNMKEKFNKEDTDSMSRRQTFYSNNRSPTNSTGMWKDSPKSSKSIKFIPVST
MEKK2 WT-MEK5: modulators of MEK5 binding to wildtype MEKK2, primary screen, biochemical, multiplex bead flow cytometry, Alexa488-MEK5 | binding response (% of control), % at 10 µM | Mitogen-activated protein kinase kinase kinase 2 (Homo sapiens), Q9Y2U5 | hit rate 1.1% among 290,000 | Alexa488-MEK5 binding to MEKK2 WT; actives lie on both sides; in the data active means binding response below about 67% or above about 130%
MEKK2mut PB1 HTS: MEK5 binding signal on mutant MEKK2 PB1, primary screen, biochemical, multiplex bead flow cytometry, Alexa488-MEK5. Alexa488-MEK5 binding to MEKK2 mutant. percent response, % at 10 µM. hit rate 0.35% among 290,000; in the data active means percent response above about 24%, passing the limit was not always enough; further: inactives centre near 1; some results filed as inactive read as strong as hits; reference of the scale not given here
GalR3 antag: GalR3 antagonists in HEK293 cells, primary screen, cell-based, fluorescence readout | HEK293 GalR3-CNG cAMP membrane potential fluorescence; galR3 body fused to GalR1 C-terminus | inhibition, % at 3 µM | hit rate 0.44% among 360,000 | AID 651719, 2012;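 active means inhibition above the screen-wide average plus 3 SD, cut at about 13% in these data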;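 further: forskolin and galanin both at EC90 stimulate the cells; cAMP rise reported by CNG channel membrane potential dye signal; 0% = forskolin plus galanin with DMSO and 100% = forskolin alone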
Target sequence (O60755 1-299 limits assumed): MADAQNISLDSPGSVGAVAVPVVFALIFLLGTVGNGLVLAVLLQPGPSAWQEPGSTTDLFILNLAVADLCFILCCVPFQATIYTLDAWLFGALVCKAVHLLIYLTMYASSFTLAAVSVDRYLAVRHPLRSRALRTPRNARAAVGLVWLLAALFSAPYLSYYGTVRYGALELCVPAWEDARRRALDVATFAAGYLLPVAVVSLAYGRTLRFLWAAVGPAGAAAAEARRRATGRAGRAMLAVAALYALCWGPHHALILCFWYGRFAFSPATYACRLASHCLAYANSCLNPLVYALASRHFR
NALP1 yeast inh: NALP1 inflammasome inhibitors in reconstituted yeast, colorimetric, S. cerevisiae, triplicate retest. hit rate 0.61% among 280,000. AID 2071, 2009. S. cerevisiae NALP1/ASC/caspase-1 growth, X-gal OD620, 72 h. inhibition, % at 10 µM; in the data active means inhibition mostly above about 24%, no sharp cut-off; inactive means mostly below about 32%; further: some compounds called inactive have numbers as strong as hits
PHOSPHO1 inh: PubChem AID 1565; inhibition, % at 13.3 µM; Phosphoethanolamine/phosphocholine phosphatase (Homo sapiens), Q8TCT1; hit rate 1.1% among 290,000; recombinant PHOSPHO1, absorbance phosphatase assay; in the data active means inhibition above about 60%
OXTR agonist: human OXTR agonists, primary screen, fluorescence, CHO-OTR cells, Fluo-8 calcium; hit rate 0.32% among 320,000; AID 2435, 2010; Fluo-8 calcium fluorescence; normalized: DMSO 0%, oxytocin 100%; Oxytocin receptor (Homo sapiens), P30559; activation, % at 3 µM;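 active means activation above the mean of all tested compounds plus 3 SD, cutoff set per screening run, cut at about 20% in these data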;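 further: peak over basal fluorescence ratio from a 100 s FLIPR kinetic read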
GPR7 antagonist: GPR7 receptor antagonists, primary screen, cell-based, fluorescence, single concentration. inhibition, % at 4.4 µM. hit rate 1.1% among 290,000. Neuropeptides B/W receptor type 1 (Homo sapiens), P48145. GPR7-expressing cells, fluorescence antagonist assay; in the data active means inhibition above about 16%, passing the limit was not always enough;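 further: cells stimulated with the agonist NPW; 0% = agonist with vehicle and 100% = vehicle without agonist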
Target sequence (P48145 whole entry, looked up): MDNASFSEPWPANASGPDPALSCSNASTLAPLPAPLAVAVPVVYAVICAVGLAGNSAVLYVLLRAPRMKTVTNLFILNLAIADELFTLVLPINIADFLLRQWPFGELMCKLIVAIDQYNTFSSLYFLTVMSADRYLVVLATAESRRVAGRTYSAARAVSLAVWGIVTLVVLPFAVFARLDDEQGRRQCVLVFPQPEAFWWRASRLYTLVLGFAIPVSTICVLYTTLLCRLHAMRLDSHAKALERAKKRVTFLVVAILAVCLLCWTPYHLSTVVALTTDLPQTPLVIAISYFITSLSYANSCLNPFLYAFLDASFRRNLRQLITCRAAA
The depositor's hits bear a star; [ ] = remark or other dose. Not a hit list; 5.4% or so of the library scored in one or more.

Results for CCOC(=O)c1sc(Nc2nc(OC)cc(OC)n2)nc1C ?
MEKK3 PB1 HTS: 103; V1R ag counter: -1.1; MEKK2 WT-MEK5: 106; MEKK2mut PB1 HTS: 7; GalR3 antag: 1; NALP1 yeast inh: 15; PHOSPHO1 inh: 32; OXTR agonist: -1.9; GPR7 antagonist: -1

How did CC1CCN(CCOc2ccc(OCc3ccccc3)cc2)CC1 do in these assays?
MEKK3 PB1 HTS: 97; V1R ag counter: 3.3; MEKK2 WT-MEK5: 102; MEKK2mut PB1 HTS: -1; GalR3 antag: -4; NALP1 yeast inh: 49*; PHOSPHO1 inh: -3; OXTR agonist: 5.3; GPR7 antagonist: 5

Results for Cc1cccc(NC(=O)CN2CCN(CC(=O)Nc3cccc(C)c3)CC2)c1 ?
MEKK3 PB1 HTS: 82*[inhibitor]; V1R ag counter: 0.7; MEKK2 WT-MEK5: 91; MEKK2mut PB1 HTS: -10; GalR3 antag: -1; NALP1 yeast inh: -6; PHOSPHO1 inh: -14; OXTR agonist: -0.1; GPR7 antagonist: -9

What do the screens show for `O=C(NCCCN1CCOCC1)C(=O)N/N=C/c1ccc2c(c1)OCO2`?
MEKK3 PB1 HTS: 97; V1R ag counter: -0.7; MEKK2 WT-MEK5: 94; MEKK2mut PB1 HTS: -7; GalR3 antag: -4; NALP1 yeast inh: 14; PHOSPHO1 inh: 37; OXTR agonist: -2.1; GPR7 antagonist: -4

Results for CCc1ccc(NC(=O)CSc2nnc(SCC(=O)Nc3ccc(CC)cc3)n2N)cc1 ?
MEKK3 PB1 HTS: 98; V1R ag counter: 1.7; MEKK2 WT-MEK5: 99; MEKK2mut PB1 HTS: 2; GalR3 antag: -3; NALP1 yeast inh: -6; PHOSPHO1 inh: 45; OXTR agonist: -0.3; GPR7 antagonist: -11

How did COc1cc(NC(=O)C/C(C)=N/NC(=O)c2ccccn2)c(OC)cc1Cl do in these assays?
MEKK3 PB1 HTS: 101; V1R ag counter: 0.8; MEKK2 WT-MEK5: 102; MEKK2mut PB1 HTS: 6; GalR3 antag: -5; NALP1 yeast inh: -7; PHOSPHO1 inh: 31; OXTR agonist: 0.1; GPR7 antagonist: 4

How did Cc1oc(-c2cc(F)ccc2F)nc1CN1CCN(c2cnccn2)CC1 do in these assays?
MEKK3 PB1 HTS: 103; V1R ag counter: 0.0; MEKK2 WT-MEK5: 106; MEKK2mut PB1 HTS: -1; GalR3 antag: -5; NALP1 yeast inh: 12; PHOSPHO1 inh: 24; OXTR agonist: -0.3; GPR7 antagonist: -9

What do the screens show for `CC(=O)Nc1ccc(C(=O)CSc2nc3ccccc3n2CC(=O)N2CCCC2)cc1`?
MEKK3 PB1 HTS: 102; V1R ag counter: 0.4; MEKK2 WT-MEK5: 106; MEKK2mut PB1 HTS: 8; GalR3 antag: -1; NALP1 yeast inh: -7; PHOSPHO1 inh: 71*; OXTR agonist: 0.4; GPR7 antagonist: 0

Results for CCOc1ccc(NC(=S)N2CCN(S(=O)(=O)c3ccc(OC)cc3)CC2)cc1 ?
MEKK3 PB1 HTS: 107; MEKK2 WT-MEK5: 104; MEKK2mut PB1 HTS: 1; GalR3 antag: 1; NALP1 yeast inh: 8; PHOSPHO1 inh: 18; GPR7 antagonist: -11

Results for CCc1ccc(NC(=O)CSCCN2C(=O)c3ccccc3C2=O)cc1 ?
MEKK3 PB1 HTS: 128; V1R ag counter: 2.5; MEKK2 WT-MEK5: 102; MEKK2mut PB1 HTS: 0; GalR3 antag: -2; NALP1 yeast inh: 29; PHOSPHO1 inh: 11; OXTR agonist: 0.0; GPR7 antagonist: 0

How did O=C1CC(C(=O)Nc2ccc(Cl)cc2)S/C(=N\N=C\c2ccco2)N1 (configuration not stated) do in these assays?
MEKK3 PB1 HTS: 107; V1R ag counter: -0.1; MEKK2 WT-MEK5: 102; MEKK2mut PB1 HTS: 3; GalR3 antag: -6; PHOSPHO1 inh: 19; OXTR agonist: 0.5; GPR7 antagonist: 4

What do the screens show for `CC1(C)C=Cc2c(ccc3c2OC[C@@H](c2ccc(O)cc2O)C3)O1`?
MEKK3 PB1 HTS: 108; V1R ag counter: 6.7; MEKK2 WT-MEK5: 107; MEKK2mut PB1 HTS: 2; GalR3 antag: 8; OXTR agonist: 4.1

How did Nn1c(SCC(=O)NCCC2=CCCCC2)nnc1C(F)(F)F do in these assays?
MEKK3 PB1 HTS: 106; V1R ag counter: 0.4; MEKK2 WT-MEK5: 100; MEKK2mut PB1 HTS: -1; NALP1 yeast inh: 5; PHOSPHO1 inh: 16; OXTR agonist: 0.7; GPR7 antagonist: 10

How did COc1ccc(C(=O)Nc2ccc(-c3n[nH]c(=S)o3)cc2)cc1OC do in these assays?
MEKK3 PB1 HTS: 95; V1R ag counter: -0.3; MEKK2 WT-MEK5: 97; MEKK2mut PB1 HTS: -1; GalR3 antag: -13; NALP1 yeast inh: -35; PHOSPHO1 inh: -9; OXTR agonist: 0.1; GPR7 antagonist: 2

What do the screens show for `Cc1cc(/C=C2\SC(=O)N(C)C2=O)c(C)n1-c1ccc(S(N)(=O)=O)cc1`?
MEKK3 PB1 HTS: 103; V1R ag counter: 4.7; MEKK2 WT-MEK5: 101; MEKK2mut PB1 HTS: 2; GalR3 antag: -10; NALP1 yeast inh: -3; PHOSPHO1 inh: -16; OXTR agonist: 3.8; GPR7 antagonist: 7

What do the screens show for `Cc1cccc(C)c1NC(=O)C1(N(C(=O)c2ccccn2)c2ccc(O)cc2)CCCCC1`?
MEKK3 PB1 HTS: 99; V1R ag counter: -0.2; MEKK2 WT-MEK5: 95; MEKK2mut PB1 HTS: -1; GalR3 antag: -6; NALP1 yeast inh: -2; PHOSPHO1 inh: 30; OXTR agonist: -0.1; GPR7 antagonist: 14

How did Cc1oc(-c2ccc(Cl)cc2)[n+]([O-])c1C do in these assays?
MEKK3 PB1 HTS: 101; V1R ag counter: -0.1; MEKK2 WT-MEK5: 101; MEKK2mut PB1 HTS: 4; GalR3 antag: -3; NALP1 yeast inh: 15; PHOSPHO1 inh: -3; OXTR agonist: 0.2; GPR7 antagonist: -6

Results for COC(=O)Nc1ccc2c(c1)N(C(=O)CCN1CCN3CCCC3C1)c1ccccc1S2 (configuration not stated) ?
MEKK3 PB1 HTS: 100; V1R ag counter: 0.9; MEKK2 WT-MEK5: 105; MEKK2mut PB1 HTS: -2; GalR3 antag: -7; NALP1 yeast inh: 15; PHOSPHO1 inh: 66*; OXTR agonist: 3.0; GPR7 antagonist: 1

How did COCC1CCCN(C(=O)c2cc(COc3ccc(C(C)=O)cc3)on2)C1 (configuration not stated) do in these assays?
MEKK3 PB1 HTS: 105; V1R ag counter: 1.5; MEKK2 WT-MEK5: 107; MEKK2mut PB1 HTS: 5; GalR3 antag: 0; NALP1 yeast inh: 4; PHOSPHO1 inh: -11; OXTR agonist: 1.1; GPR7 antagonist: 9

How did COc1ccc2ccccc2c1/C=N/n1cnnc1 do in these assays?
MEKK3 PB1 HTS: 101; V1R ag counter: -0.6; MEKK2 WT-MEK5: 104; MEKK2mut PB1 HTS: 7; GalR3 antag: -9; NALP1 yeast inh: 30; PHOSPHO1 inh: -14; OXTR agonist: -0.5; GPR7 antagonist: -3

3 structures from above, sorted by heavy-atom count, low to high.
How did Nn1c(SCC(=O)NCCC2=CCCCC2)nnc1C(F)(F)F do in these assays?
MEKK3 PB1 HTS: 106; V1R ag counter: 0.4; MEKK2 WT-MEK5: 100; MEKK2mut PB1 HTS: -1; NALP1 yeast inh: 5; PHOSPHO1 inh: 16; OXTR agonist: 0.7; GPR7 antagonist: 10

How did COc1ccc(C(=O)Nc2ccc(-c3n[nH]c(=S)o3)cc2)cc1OC do in these assays?
MEKK3 PB1 HTS: 95; V1R ag counter: -0.3; MEKK2 WT-MEK5: 97; MEKK2mut PB1 HTS: -1; GalR3 antag: -13; NALP1 yeast inh: -35; PHOSPHO1 inh: -9; OXTR agonist: 0.1; GPR7 antagonist: 2

What do the screens show for `O=C(NCCCN1CCOCC1)C(=O)N/N=C/c1ccc2c(c1)OCO2`?
MEKK3 PB1 HTS: 97; V1R ag counter: -0.7; MEKK2 WT-MEK5: 94; MEKK2mut PB1 HTS: -7; GalR3 antag: -4; NALP1 yeast inh: 14; PHOSPHO1 inh: 37; OXTR agonist: -2.1; GPR7 antagonist: -4

(more compounds)
Results for CCOC(=O)C1CCN(c2c(NCc3ccc(C(=O)Nc4ccc(C)cc4)cc3)c(=O)c2=O)CC1 ?
MEKK3 PB1 HTS: 72; V1R ag counter: -0.9; MEKK2 WT-MEK5: 79; MEKK2mut PB1 HTS: -12; GalR3 antag: -1; NALP1 yeast inh: 21; PHOSPHO1 inh: 24; OXTR agonist: -0.5; GPR7 antagonist: 11

What do the screens show for `CCc1nnc(N/N=C/c2ccc(O)c(OC)c2)n1N`?
MEKK3 PB1 HTS: 100; V1R ag counter: 0.0; MEKK2 WT-MEK5: 101; MEKK2mut PB1 HTS: 4; GalR3 antag: -9; NALP1 yeast inh: -15; PHOSPHO1 inh: 34; OXTR agonist: 0.9; GPR7 antagonist: -4

Results for Cc1ccc(/C=C2/C(=O)N=C(N)N2C)s1 ?
MEKK3 PB1 HTS: 102; V1R ag counter: -0.2; MEKK2 WT-MEK5: 102; MEKK2mut PB1 HTS: 2; GalR3 antag: -2; NALP1 yeast inh: 22; PHOSPHO1 inh: 6; OXTR agonist: -0.9; GPR7 antagonist: -7

How did COc1ccc(/C=N/NC(=O)c2cccc(NC(=O)c3ccc(F)cc3)c2)c(C(=O)O)c1OC do in these assays?
MEKK3 PB1 HTS: 76; V1R ag counter: 0.8; MEKK2 WT-MEK5: 65; MEKK2mut PB1 HTS: -13; GalR3 antag: -5; NALP1 yeast inh: 8; PHOSPHO1 inh: -26; OXTR agonist: 0.1; GPR7 antagonist: -19

Results for Cc1nn(-c2ccccc2)c2c1c(C)c(CCC(=O)NCC1CCCO1)c(=O)n2C (configuration not stated) ?
MEKK3 PB1 HTS: 99; V1R ag counter: 0.9; MEKK2 WT-MEK5: 100; MEKK2mut PB1 HTS: 2; GalR3 antag: 0; NALP1 yeast inh: -8; PHOSPHO1 inh: 48; OXTR agonist: -0.5; GPR7 antagonist: -16

What do the screens show for `Cc1nc(NCC2CC2)c2nnn(Cc3ccccc3)c2n1`?
MEKK3 PB1 HTS: 98; V1R ag counter: -0.8; MEKK2 WT-MEK5: 99; MEKK2mut PB1 HTS: 0; GalR3 antag: 18*; NALP1 yeast inh: -4; PHOSPHO1 inh: 14; OXTR agonist: -0.8; GPR7 antagonist: -7

What do the screens show for `CCCc1cc(C(N)=O)c(NC(C)=O)s1`?
MEKK3 PB1 HTS: 100; V1R ag counter: 0.4; MEKK2 WT-MEK5: 98; MEKK2mut PB1 HTS: 3; GalR3 antag: -5; NALP1 yeast inh: 12; PHOSPHO1 inh: 15; OXTR agonist: 0.6; GPR7 antagonist: -10

What do the screens show for `Cc1cc(N2CCOCC2)ccc1/C=C1\NC(=O)N(CC(=O)Nc2ccc(F)cc2)C1=O`?
MEKK3 PB1 HTS: 105; V1R ag counter: 0.1; MEKK2 WT-MEK5: 108; MEKK2mut PB1 HTS: 5; GalR3 antag: -5; NALP1 yeast inh: 1; PHOSPHO1 inh: 24; OXTR agonist: -0.3; GPR7 antagonist: -4

Compound activity: PubChem BioAssay, several laboratories
